PGC1a acetyl inh = inhibitors of PGC1a acetylation signal, primary screen, cell-based, U2OS, AlphaScreen, inhibitor mode. AlphaScreen anti-acetyl-lysine; with virally co-expressed GCN5 acetyltransferase. inhibition, % at 15.6 µM. 0.17% of 350,000 active. AID 651687, 2012;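 active means every replicate shows inhibition of at least 40%; inconclusive means mean inhibition at least 40% but some replicate below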;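 further: 0% = neutral control wells and 100% = positive control wells; some results beyond the cut were filed as inactive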
FN deposit inh = inhibitors of fibronectin matrix deposition, primary screen, AH1F cells, Alexa488-fibronectin fluorescence, plate reader; AID 743247, 2014; 0.086% of 350,000 active; inhibition, % at 12.6 µM; AH1F fibroblasts, overnight;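 active means mean inhibition across replicates of 30% or more, regardless of how many single replicates reach that level; inconclusive means mean under 30% yet at least half of replicates reach 30%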;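 further: positive control wells lacked labelled fibronectin entirely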
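Material: AH1F fibroblast monolayer depositing Alexa488-labelled fibronectin into matrix | Input: 10000 AH1F cells/well | Medium: DMEM plus 2% serum, read in PBS | Reagent: Alexa488-fibronectin, 24 nM final in well | Compound dosing: One dose per compound, pinned | Schedule: 1 h adhesion, overnight exposure | Measured by: Fluorescence at 485 nm excitation, 525 nm emission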
CFTR F508del cor = F508del CFTR correction, initial screen, CFBE line, single point | CFBE cells, YFP halide quenching; stimulated with forskolin plus potentiator P3; % fluorescence drop versus neutral controls | activity (quench increase), % at 7.58 µM | 0.36% of 350,000 active | AID 720511, 2013;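 active means mean added fluorescence quench of at least 8% versus neutral control, with both replicates also reaching 8%; inconclusive means only one of the mean or replicate conditions met; inactive means mean below 8% and not both replicates reaching 8%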;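 further: cells transiently co-express mutant CFTR-F508del with the halide-sensitive YFP; corrector assay measuring rescue of mutant channel to the surface after 24 h compound exposure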
miR-122 sensor = miR-122 Renilla sensor signal increase in Huh7, primary screen, miR-122 inhibitor project, cell-based, single point, plate reader | activation (reporter increase), % at 12.5 µM | AID 602342, 2012 | Huh7 miR-122 Renilla luciferase sensor, 48 h; neutral wells = 0, positive control = 100 | 0.3% of 340,000 active;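 active means mean replicate activation score at least 90 and every replicate individually at or above 90; inconclusive means only one of the two criteria met; inactive means neither criterion met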;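 further: higher luciferase means less miR-122 activity so hits act as miR-122 inhibitors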
PglD DTNB = C. jejuni PglD acetyltransferase inhibitors, primary screen, biochemical, DTNB colorimetric, single point; purified PglD enzyme, DTNB colorimetric CoA detection; inhibition, % at 12.5 µM; UDP-N-acetylbacillosamine N-acetyltransferase PglD (Campylobacter jejuni); 0.098% of 360,000 active; in the data active means inhibition above about 16%, passing the limit was not always enough; inconclusive means no clear call, values can overlap the other calls; further: strong numbers were not always called active
Cneo AK release = Cryptococcus neoformans cell lysis inducers, primary screen, AK release luminescence, single concentration. C. neoformans lysis, adenylate kinase release luminescence, 4 h; normalised: neutral wells 0, clomiphene wells 100. lysis activity, % at 15 µM. 0.2% of 360,000 active. AID 651654, 2012;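 active means mean lysis activity across replicates of at least 80%, whatever share of replicates individually reach that level; inactive means mean lysis activity below 80%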
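Material – log-phase Cryptococcus neoformans yeast cells · Input – 5 × 10^6 yeast cells/mL · Medium – fresh YPD growth medium · Doses – single compound concentration per well · Timing – static 4 h at 37 °C with compound, 1 h detection · Detection – adenylate kinase release luminescence · Read-out – signal increase indicating cell lysis · Control set – Clomiphene as positive lysis control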
C2C12 statin = suppressors of statin myotoxicity in C2C12 myotubes, primary screen, cell-based, single point, plate reader. C2C12 myotubes + simvastatin, ATP luminescence, 48 h; scaled: DMSO 0, geranylgeraniol control 100. rescue of ATP level, % at 7.49 µM. 0.78% of 330,000 active;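 active means mean ATP rescue above about 67%, or every replicate alone reaching that limit, limit read from the data, passing the limit was not always enough; inconclusive means no clear call, values can overlap the other calls; inactive means mean under the limit and some replicate under it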;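 further: myotubes were challenged with 10 µM simvastatin during compound exposure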
INS-1E GSIS act = GLuc luminescence reporter in INS-1E cells, primary screen for activators of glucose-dependent secretion of insulin | INS-1E GLuc reporter insulin secretion, 2-3 h | activation, % at 16.6 µM | 0.61% of 370,000 active;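 active means lowest replicate activation of at least 40%, so every replicate reaches that level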;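 further: 0% = median of neutral control wells and 100% = median of IBMX positive control wells; some compounds called inactive have numbers as strong as hits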
Active calls of the source: *; ? = inconclusive; / = no result given; [ ] = dose if it differs, or a comment.

SMILES	PGC1a acetyl inh	FN deposit inh	CFTR F508del cor	miR-122 sensor	PglD DTNB	Cneo AK release	C2C12 statin	INS-1E GSIS act
CC=Cc1ccc2n(c1=O)C[C@H]1[C@H](CO)[C@@H](C(=O)NCc3ccccc3F)N(CC)[C@@H]21 (mixture of isomers)	/	/	-0.1	-15[16.7 µM]	2	1	8	4
OC(CN1CCOCC1)Cn1c2c(c3ccccc31)CCCC2 (stereo not drawn)	-4	-4	-0.2	1	4	-2	1	6
c1ccc2c(c1)[nH]c1c(N3CCSCC3)ncnc12	2	6	/	2	-3	-1	0	/
O=C(Nc1cccc([N+](=O)[O-])c1)c1ccc2ccccc2c1O	/	0	-0.8	-7	-1	3	-85	-13
O=C(C[C@@H]1CC[C@@H]2[C@H](COC[C@H](O)CN2Cc2cccc(Cl)c2)O1)Nc1nccs1	-3	4	4.8	-8[16.7 µM]	-1	0	31	-9
Cc1ccc(NS(=O)(=O)c2cn(C)cn2)cc1	5	/	/	-8	5	-1	/	/
Cc1ccsc1C1CC(=O)NC2=C1C(=O)CC(C)(C)C2 (stereo not drawn)	1	/	/	-6	3	1	6	3
COC(=O)Cc1[nH]nc2c1C1(C(=O)N(Cc3ccc(Cl)cc3)c3ccccc31)C(C#N)=C(N)O2 (stereo not drawn)	2	-2	/	-8	-4	0	/	/
Cc1ccc(/C(O)=C2\C(=O)C(=O)N(CCCN3CCOCC3)C2c2ccccc2F)cc1 (stereo not drawn)	/	4	1.2	12	6	2	4	22
Cn1c(=O)c2c(nc(N/N=C/c3cccs3)n2Cc2ccc(Br)cc2)n(C)c1=O	9	-3	/	-3	-2	-2	/	-29
Cc1cc(C)n2c(SCC(=O)Nc3ccc(F)cc3)nnc2n1	7	16	7.1	-4	-6	0	/	21
O=C(O)c1cnn2c(C(F)(F)F)cc(-c3ccccc3)nc12	7	-8	/	-3	-1	0	-10	11
CCC(C)c1ccc(NC(=S)N2CCN(C(=O)C3CCCO3)CC2)cc1 (stereo not drawn)	-7	-11	0.8	2	2	1	11	-20
CSc1ncnc2c1ncn2CCCNCc1ccc(C)o1	1	6	-2.7	-3	4	-3	10	/
CCc1noc(C)c1C(=O)Nc1nc2ccc(S(C)(=O)=O)cc2s1	6	8	2.1	4	5	-8	-29	-4

An excerpt from above, limited to CFTR F508del cor, miR-122 sensor and PGC1a acetyl inh.
SMILES | CFTR F508del cor | miR-122 sensor | PGC1a acetyl inh
Cc1ccsc1C1CC(=O)NC2=C1C(=O)CC(C)(C)C2 (stereo not drawn) | / | -6 | 1
c1ccc2c(c1)[nH]c1c(N3CCSCC3)ncnc12 | / | 2 | 2
O=C(O)c1cnn2c(C(F)(F)F)cc(-c3ccccc3)nc12 | / | -3 | 7

Copied from above for reference:
SMILES	PGC1a acetyl inh	FN deposit inh	CFTR F508del cor	miR-122 sensor	PglD DTNB	Cneo AK release	C2C12 statin	INS-1E GSIS act
O=C(O)c1cnn2c(C(F)(F)F)cc(-c3ccccc3)nc12	7	-8	/	-3	-1	0	-10	11
CCC(C)c1ccc(NC(=S)N2CCN(C(=O)C3CCCO3)CC2)cc1 (stereo not drawn)	-7	-11	0.8	2	2	1	11	-20
CSc1ncnc2c1ncn2CCCNCc1ccc(C)o1	1	6	-2.7	-3	4	-3	10	/
CCc1noc(C)c1C(=O)Nc1nc2ccc(S(C)(=O)=O)cc2s1	6	8	2.1	4	5	-8	-29	-4

The list continues.
SMILES	PGC1a acetyl inh	FN deposit inh	CFTR F508del cor	miR-122 sensor	PglD DTNB	Cneo AK release	C2C12 statin	INS-1E GSIS act
C/C=C/c1ccc([C@@H]2[C@@H](CN(C)C(=O)NC3CCCC3)N(C(C)=O)[C@H]2CO)cc1	-4	8	0.4	-7[16.7 µM]	-1	-1	-10	0
Cn1c(Cn2c(=O)sc3ccccc32)nnc1SCC(=O)Nc1cccc(Cl)c1	12	2	1.3	1	4	7	-3	2
Cc1noc(C)c1NC(=O)N(C)C[C@@H]1OCCCC[C@H](C)Oc2ccc(NC(=O)Cc3ccccc3)cc2C(=O)N([C@H](C)CO)C[C@H]1C	0	/	0.9	-3[16.7 µM]	2	6	/	0
CC(C)C#Cc1cnc2c(c1)C(=O)N([C@@H](C)CO)C[C@@H](C)[C@@H](CN(C)C(=O)C1CCC1)O2	1	-10	0.5	4[16.7 µM]	2	38	5	6
Cc1nc2ccccc2nc1OCC(=O)N1CCN(c2ccccc2)CC1	1	/	/	-2	1	0	7	6
O=S1(=O)[C@H]2C[C@@H]3C=C[C@@]2(CN1Cc1ccccc1F)O3	/	2	1.2	2	-1	-2	-1	7
COc1ccc(S(=O)(=O)N/N=C\c2ccc3c(c2)OCO3)c(OC)c1	-4	/	0.5	37	2	-1	/	-46
COc1ccc(Br)cc1C(=O)Nc1ccc(Cc2ccncc2)cc1	2	8	/	1	8	-4	/	-17
COc1ccc2c3c(n(C)c2c1)[C@@H](CO)N(C(=O)C1CCOCC1)CC31CN(C(=O)C2CCOCC2)C1	0	5	-4.6	/	/	/	/	10
COc1ccc(NC(=O)CN(C)C(=O)/C=C/c2cn(-c3ccccc3)nc2-c2ccc(C)cc2)cc1	/	-2	-0.1	/	4	1	-5	1
CCN1CCN(C(=O)CN(CC)S(=O)(=O)c2ccc3ccccc3c2)CC1	/	-11	-8.3	/	4	0	0	9
C#CC(CC)(CC)NC(=S)Nc1cccc(C(C)=O)c1	-5	/	/	1	-1	-1	-7	/
Cc1ccc(NC(=O)c2ncn(CCCN(CCCn3cnc(C(=O)Nc4ccc(C)c(C)c4)n3)Cc3ccc4[nH]ccc4c3)n2)cc1C	-25	9	-1.5	1	-6	0	-14	-19
CSc1ccc(CNc2nnnn2C)cc1	6	-5	1.0	-2	-2	-3	1	1
Cc1cccc(Oc2ccc(NC(=O)c3ccccc3C(=O)O)cc2)c1C	0	-3	2.5	-4	-2	2	19	-10
CCn1ncc([N+](=O)[O-])c1C(=O)N1CCc2ccccc2C1	11	2	-4.7	0	-2	-2	6	4
CC(C)NC(=O)NC(=O)COC(=O)c1ccccc1O	4	-11	-1.5	1	0	-2	1	0
C[C@H]1CN([C@@H](C)CO)C(=O)c2cc(NS(=O)(=O)c3ccc(Cl)cc3)ccc2O[C@H]1CN(C)Cc1ccc2c(c1)OCO2	-9	2	1.8	-5[16.7 µM]	0	1	29	-22
C#CCNc1nc(C(C)C)nc2c1nnn2Cc1ccccc1F	-2	5	/	-5	-2	-2	34	/
Cc1cscc1-c1nc(NCC2CC2)nc2ccsc12	1	/	3.8	-3	-2	1	13	/
COc1ccc2ccc(OCC(=O)NCC3CCCO3)cc2c1 (stereo not drawn)	4	-1	3.3	-17	-3	2	-8	-1
COc1ccc(Cl)cc1-c1cc(C(=O)NCC2CCCCC2)[nH]n1	-3	7	-0.9	2	/	5	-31	/
Cc1cc(C)n(-c2nc(O)cc(=O)[nH]2)n1	?	/	/	-8	-1	4	9	2
O=C(NCCc1ccccc1)c1[nH]c(C(F)(F)F)nc1-c1ccccc1	1	8	-0.8	-4	-3	-1	0	-13
O=C(Nc1cccc(C(F)(F)F)c1)c1cccc(NS(=O)(=O)c2ccc(O)c(C(=O)O)c2)c1	7	4	-0.9	-1	5	1	4	-31
N#C/C(=C\c1ccc(O)cc1)C(=O)NCc1ccccc1	11	-3	1.0	1	0	-3	1	7
CC(=O)c1ccc(NC(=O)COC(=O)C2CC3C=CC2C3)cc1 (stereo not drawn)	/	3	-1.1	/	1	-4	2	-11
O=C(O)c1[nH]c2ccccc2c1C(c1c(F)cccc1Cl)c1c(C(=O)O)[nH]c2ccccc12	-19	1	0.4	3	4	-2	-7	-3
O=C(Nc1nnc(CSCc2ccccc2F)s1)c1cccc([N+](=O)[O-])c1	-6	8	-0.7	0	0	3	-3	-5
O=C1CCC(=O)N1CC(=O)N1CCCc2ccccc21	-10	3	-0.4	1	-1	-6	6	0
CCCN1[C@@H]2c3ccc(-c4cccnc4)c(=O)n3C[C@@H]2[C@@H](CO)[C@@H]1C(=O)NC1CCC1	/	/	/	/	-3	-1	20	-4
COC(=O)C1(C)NC(c2ccccc2C)C2C(=O)N(c3ccccc3)C(=O)C21 (stereo not drawn)	6	8	-0.8	-3	11	0	-6	24
O=C(COC(=O)c1cnccn1)c1ccc2c(c1)CCCC2	0	/	/	-5	6	-6	10	/
CCn1ccc(C(=O)NCCCN2CCCC2=O)n1	/	-1	-0.2	-6	-3	2	8	11
Cc1cc(-c2ccc(C)c(S(=O)(=O)NC(C)Cc3ccco3)c2)on1 (stereo not drawn)	-30	-1	-1.1	83	4	-2	6	-12
CCc1ccc(C(=O)COC(=O)C(Cc2ccccc2)NC(=O)c2ccc(Cl)cc2)cc1 (stereo not drawn)	3	-3	/	7	1	7	/	/
Cc1cc2occ(CC(=O)N(CC(C)C)c3c(N)n(Cc4ccccc4)c(=O)[nH]c3=O)c2cc1C	/	-5	-0.6	6	1	0	-9	-10

3 entries from above, ordered by SMILES length, low to high.
SMILES	PGC1a acetyl inh	FN deposit inh	CFTR F508del cor	miR-122 sensor	PglD DTNB	Cneo AK release	C2C12 statin	INS-1E GSIS act
CCn1ccc(C(=O)NCCCN2CCCC2=O)n1	/	-1	-0.2	-6	-3	2	8	11
Cc1cc2occ(CC(=O)N(CC(C)C)c3c(N)n(Cc4ccccc4)c(=O)[nH]c3=O)c2cc1C	/	-5	-0.6	6	1	0	-9	-10
CCCN1[C@@H]2c3ccc(-c4cccnc4)c(=O)n3C[C@@H]2[C@@H](CO)[C@@H]1C(=O)NC1CCC1	/	/	/	/	-3	-1	20	-4
